FXIa mix inh: factor XIa (human) inhibition, mixture screen; P03951; purified FXIa, fluorogenic substrate, pooled mixtures; inhibition, % at 5 µM; 62,000 compounds, 0.19% hits; AID 680;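 also: each value is inhibition by a whole ten-compound pool holding the compound; 0% = enzyme with no mixture and 100% = wells lacking enzyme; strong numbers were not always called active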
FXIIa inh mix: blocks human factor XIIa in pooled compound mixtures; P00748; purified FXIIa, fluorogenic substrate; inhibition, % at 5 µM; 62,000 compounds, 0.2% hits;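 also: 0% = enzyme without compound and 100% = no enzyme blank; some results filed as inactive read as strong as hits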
Target sequence (P00748 20-372 limits assumed): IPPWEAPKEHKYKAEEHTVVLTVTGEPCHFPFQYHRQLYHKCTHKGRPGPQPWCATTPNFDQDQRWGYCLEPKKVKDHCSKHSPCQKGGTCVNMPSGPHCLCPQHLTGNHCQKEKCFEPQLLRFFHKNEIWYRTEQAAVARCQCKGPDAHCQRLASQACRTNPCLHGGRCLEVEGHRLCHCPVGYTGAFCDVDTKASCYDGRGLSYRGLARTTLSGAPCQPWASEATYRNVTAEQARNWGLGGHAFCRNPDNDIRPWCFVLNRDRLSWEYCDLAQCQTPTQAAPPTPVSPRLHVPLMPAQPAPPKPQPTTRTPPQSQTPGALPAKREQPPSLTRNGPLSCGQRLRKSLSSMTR
Target sequence (P00748 373-615 limits assumed): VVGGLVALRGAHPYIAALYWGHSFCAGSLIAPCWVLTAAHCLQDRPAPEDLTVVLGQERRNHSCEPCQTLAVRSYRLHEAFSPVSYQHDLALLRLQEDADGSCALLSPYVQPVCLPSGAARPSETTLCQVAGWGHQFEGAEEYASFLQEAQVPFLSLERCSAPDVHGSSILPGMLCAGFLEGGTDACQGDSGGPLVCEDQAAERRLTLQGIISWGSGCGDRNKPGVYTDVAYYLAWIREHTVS
CatL inh: inhibitors of human cathepsin L | inhibition, %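 (tested at 10 µM)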 | purified cathepsin L, fluorogenic substrate, fluorescence | AID 460 | 58,000 compounds, 0.17% hits | P07711; in the data active = inhibition above about 45%;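 also: 0% = enzyme with no compound and 100% = no enzyme blank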
Abs 340nm: compound absorbs light at 340 nm | AID 708 | compound absorbance at 340 nm, fold over control | fold change at 10 µM | 65,000 tested, under 10 active;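 active = at 10 µM dose, initial 340 nm absorbance at least 2 fold that of control wells; inactive = change under 2 fold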;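 also: initial absorbance extrapolated from kinetic A340 decline of NADH oxidation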
CatB block: human cathepsin B inhibition; P07858; inhibition, %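 (tested at 10 µM)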; AID 453; 63,000 compounds, 0.1% hits; purified cathepsin B, fluorogenic substrate, fluorescence; in the data active = inhibition above about 21%;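 also: 0% = enzyme with no compound and 100% = no enzyme blank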
C1s inh: blocks human complement C1s protease activity; P09871; purified C1s, fluorogenic AMC substrate, pooled mixtures; mean inhibition % of two 10-compound mixtures (stronger effect = higher value), % at 5 µM (by protocol); 62,000 compounds, 0.16% hits;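 active = inhibition above 20% in each of the two 10-compound mixture wells holding the compound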;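 also: 0% = enzyme wells lacking compound mixture and 100% = no-enzyme blank wells; some compounds called inactive have numbers as strong as hits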
CatB mixtures: human cathepsin B inhibition by mixtures. P07858. 62,000 compounds, 0.06% hits. inhibition, %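 (ten-compound pools at 5 µM per compound and 50 µM total)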. Purified cathepsin B, AMC dipeptide fluorescence, compound mixtures; in the data active = inhibition above about 22%, passing the limit was not always enough; inconclusive = no clear call, values can overlap the other calls;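 also: 0% = enzyme without compound and 100% = no enzyme blank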
CatS block: blocks human cathepsin S protease activity; P25774; recombinant cathepsin S, AMC dipeptide fluorescence, pooled mixtures; inhibition, %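 (tested at 5 µM per compound within 10-compound mixtures)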; 62,000 compounds, 0.06% hits; AID 501; in the data active = inhibition above about 32%, passing the limit was not always enough; inconclusive = no clear call, values can overlap the other calls;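 also: 0% = enzyme without compound and 100% = blank without enzyme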
Target sequence (P25774 115-331 limits assumed): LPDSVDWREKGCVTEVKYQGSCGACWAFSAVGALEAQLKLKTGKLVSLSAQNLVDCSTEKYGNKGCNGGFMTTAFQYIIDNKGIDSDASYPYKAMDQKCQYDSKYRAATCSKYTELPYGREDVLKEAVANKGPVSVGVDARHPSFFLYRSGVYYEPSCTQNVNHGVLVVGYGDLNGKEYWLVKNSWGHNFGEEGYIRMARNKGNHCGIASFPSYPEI
Cathepsin G inh: blocks human cathepsin G enzyme activity; P08311; purified enzyme, AMC-tetrapeptide fluorescence, pooled mixtures; inhibition, % at 5 µM (by protocol); 62,000 compounds, 0.2% hits; AID 581;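 active = inhibition above 20% in each of the two mixture wells holding the compound; inactive = inhibition of 20% or less in either well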;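 also: 0% = enzyme control without mixture and 100% = blank lacking enzyme; strong numbers were not always called active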
Target sequence (P08311 21-244 limits assumed): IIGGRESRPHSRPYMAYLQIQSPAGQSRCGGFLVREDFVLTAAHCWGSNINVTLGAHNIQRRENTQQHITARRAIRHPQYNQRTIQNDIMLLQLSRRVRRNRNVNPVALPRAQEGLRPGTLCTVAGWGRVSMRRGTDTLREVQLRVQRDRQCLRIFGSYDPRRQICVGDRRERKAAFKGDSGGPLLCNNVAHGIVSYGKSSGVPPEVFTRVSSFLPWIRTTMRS
Starred values were filed as active, the others as inactive; ? = inconclusive; · = no result given. Rule as the data show it, unless noted: active = inhibition above about 20% (passing the limit was not always enough); inactive = the rest. Some of the compounds tested; the hit share may differ from the screen's.

SMILES	FXIa mix inh	FXIIa inh mix	CatL inh	Abs 340nm	CatB block	C1s inh	CatB mixtures	CatS block	Cathepsin G inh
O=C(c1cc(-c2cccc(O)c2)on1)N1CCOCC1	5	4	·	0.98	-2	-8	-1	0	-4
CCOc1ccc(NC(=O)N2CCC(n3c(=O)[nH]c4ccccc43)CC2)cc1	6	3	-5	1	-1	7	2	-7	8
CCc1ccc(N2CC(C(=O)Nc3nccs3)CC2=O)cc1 (stereo not given)	1	5	16	0.99	3	4	1	8	-3
CCOc1cc(-c2noc(-c3cccnc3)n2)ccc1OC	3	-21	12	1	2	7	3	11	1
CCCN(CCC)CCCNC(=O)CS(=O)Cc1nc(-c2ccc(OC)c(OC)c2)oc1C (stereo not given)	4	3	-1	1	0	-3	4	-5	7
COC(=O)c1[nH]c2c(c1C)C(=O)CC(c1cccs1)C2 (stereo not given)	8	-7	2	1	4	20	5	10	14
Cc1ccc2nc(NCCO)nc(-c3ccccc3)c2c1	1	2	-2	1	6	-7	-1	1	7
CCc1c(C(=O)NC2CCCC2)csc1C	8	1	-3	1	-5	0	10	0	3
O=S(=O)(NC1CCCc2ccccc21)c1cnc[nH]1 (stereo not given)	5	-2	11	0.99	5	16	0	-1	17
Cn1c(N)c(C(=O)COC(=O)C2(c3cccc(F)c3)CCCC2)c(=O)n(C)c1=O	6	-17	3	1	-4	0	10	-3	2
Cc1ccc(N(C(C)C(=O)N2CCC(C)CC2)S(C)(=O)=O)cc1C (stereo not given)	6	-2	2	1	1	-36	-3	0	-9
Cc1cccc(C(=O)OCc2cc3ccccc3[nH]c2=O)c1	4	5	-8	1	4	16	6	0	13
CCN1CCCC1CNC(=O)COc1cc(=O)n(C)c2ccccc12 (stereo not given)	4	7	-8	1	-2	-2	-3	16	5
O=C(CSc1nnc2n(C3CCCC3)c(=O)c3ccccc3n12)N1CCCCCC1	1	0	-2	1	-2	4	7	2	1
Cc1cc(C)c2[nH]c(=O)c(C(c3nnnn3Cc3ccc4c(c3)OCO4)N3CCCCC3)cc2c1 (stereo not given)	8	5	15	1	11	-49	5	?	2
N#C/C(C(=O)Oc1ccccc1)=C1\C=CC=CN1	-4	4	-4	1.1	3	-13	3	1	5
CCOc1ccc(-c2nc(N)nc(C)c2-c2ccc(OC)c(OC)c2)c(O)c1	-2	-7	·	1.1	-1	4	-3	-3	12
CCc1ccc2oc(=O)cc(CN3CCC(C)CC3)c2c1	2	1	-6	0.97	-1	-16	0	3	-15
CCCOc1ccc(N)cc1N	2	3	-4	1	4	9	6	-2	33
CCC1c2ccc(C)n2CCN1C(=O)Nc1ccccc1OC (stereo not given)	10	7	2	0.98	-2	7	8	12	6
COc1ccc2[nH]c3c(c2c1)CN(C)CC3	-4	1	-4	1	2	0	-1	1	3
O=c1c(CN2CCN(Cc3ccccc3)CC2)coc2ccc(Cl)cc12	-4	10	-1	0.99	3	-17	-9	3	5
Cc1cc(C(=O)Cn2nnc3ccccc3c2=O)c(C)n1-c1c(C)n(C)n(-c2ccccc2)c1=O	12	-4	6	1	5	12	3	-2	9
CCOC(=O)CSc1nc2cc(C)ccc2cc1C#N	-12	9	14	0.99	1	-81	16	1	-13
CCn1c(CNC(=O)COC)nc2ccccc21	14	-13	4	1	1	1	1	11	2
COc1ccccc1NC(=O)CN1CCC(n2nnc3cc(F)ccc32)CC1	3	1	19	1	2	14	0	8	8
COc1ccc(-n2nnc3c(=O)n(CC(=O)N4CCCc5ccccc54)cnc32)cc1	6	1	·	1	4	32	2	6	9
Cc1cc(C(F)(F)F)nn1CC(=O)Nc1cccnc1	2	4	14	1	4	-3	-1	25	0
Cc1cccc(C)c1NC(=O)C(c1cccs1)N(Cc1ccco1)C(=O)Cn1nnc2ccccc21 (stereo not given)	4	1	-5	0.99	-1	-6	2	0	-3
CCn1ncc(Br)c1C(=O)Nc1ccc(Cl)cn1	9	3	-2	1	-1	3	-4	-5	-4
O=C(CCCn1c(=O)[nH]c2cc(Cl)ccc2c1=O)NCC1CCCO1 (stereo not given)	-7	5	12	1	5	-14	1	15	6
O=C(COC(=O)C1COc2ccccc2O1)NC(=O)NC1CCCC1 (stereo not given)	-23	-2	6	1	2	-70	-3	-12	-9
COC(=O)c1c(NC(=O)c2ccco2)sc(C(=O)Nc2ccc(F)cc2)c1C	-2	-1	-77	1.1	2	-6	1	6	10
CO/C=C/C#CC1(O)CCN(C)CC1	6	-22	-16	1	4	12	3	-7	7
CC1Cn2c(nnc2-c2cccc(N)c2)S1 (stereo not given)	-1	5	7	1	0	4	-1	-3	0
CCOC(=O)c1ccccc1NC(=O)CN(c1cccc(OC)c1)S(C)(=O)=O	3	-1	4	1	0	0	2	-3	-4
Cc1[nH]c(=O)[nH]c(=O)c1NS(=O)(=O)c1ccc2c(c1)CCCC2	-4	1	·	1	-4	-2	-3	2	8
O=C(NCC1CCCO1)c1cnn2c1NC(c1ccccc1)CC2C(F)(F)F (stereo not given)	5	-16	-5	1	-2	3	4	-4	0
COc1ccc2c(c1)c(CC(=O)OCC(=O)O)c(C)n2C(=O)c1ccc(Cl)cc1	10	4	12	1	·	-31	5	13	3
Cc1cc(C)c2nc(N3CCCC(C(=O)NCCN4CCOCC4)C3)sc2c1 (stereo not given)	3	3	5	0.96	1	14	2	0	9
N#Cc1nn(-c2ccccc2)nc1N1CCCCC1	-6	4	-44	1	2	-5	-6	12	4
CCOC(=O)c1cccc(NC(=O)CSc2nnc(COc3ccc(Cl)cc3)o2)c1	-25	-2	8	1	7	-84	-8	-29	-17
CCN(CCCNC(=O)CCNC(=O)Cn1cnc2ccccc2c1=O)c1cccc(C)c1	-1	6	28	0.99	-8	-5	5	-3	0
N#Cc1nc(-c2ccco2)oc1N1CCN(c2cccc(Cl)c2)CC1	-4	9	-3	1	-2	-6	5	-10	-7
O=C(CSc1nnc(-c2cccs2)n1CC1CCCO1)c1cc2ccccc2o1 (stereo not given)	14	2	1	1.1	1	5	-1	-2	2
CC1(C)CC(C(=O)Nc2nccs2)CCO1 (stereo not given)	4	-4	-1	1	-1	3	1	3	0
CC(OC(=O)c1ccc2ccccc2n1)C(=O)Nc1ccc(N2CCOCC2)cc1 (stereo not given)	7	4	1	1	4	-13	-7	13	10
O=C(CN1CCCC1)N1CCCc2c1c(=O)oc1ccc(OCc3ccccc3)cc21	-1	11	-19	1.1	1	-17	-1	-5	-4
CCCCS(=O)CC(O)COc1ccc(C(C)(C)C)cc1 (stereo not given)	-8	0	0	1	3	-35	-6	5	-6
FC(F)(F)c1cc(-c2cccs2)nc(NCc2ccco2)n1	-2	9	13	1.1	2	-25	-2	4	-2
The list continues:
SMILES	FXIa mix inh	FXIIa inh mix	CatL inh	Abs 340nm	CatB block	C1s inh	CatB mixtures	CatS block	Cathepsin G inh
COc1ccc(Cl)cc1N(CC(=O)Nc1ccccc1C(=O)NCc1ccco1)S(C)(=O)=O	-39	1	13	1	7	-16	-13	-10	-22
CC1(C)CC(=O)C(C=NCc2cccnc2)=C(O)C1	-4	1	3	1	1	2	2	-6	6
CCOP(=O)(c1ccccc1Cl)C1(O)CCCCC1 (stereo not given)	7	6	17	1	3	12	4	4	8
O=S(=O)(c1ccc(Br)s1)N1CCCCC1	-2	-8	-2	1	2	-3	-7	-9	7
Cc1ccc(C)c(-n2nnnc2SCC(=O)c2ccc3c(c2)NC(=O)CO3)c1	15	3	11	1	3	-6	3	3	7
O=C(CCC(=O)NC1CC1)Nc1nnc(C2CCCCC2)s1	3	1	-1	1	1	3	-1	-8	-3
CCOc1ccc(CCNC(=O)C2CCN(C(=O)N(C)C)CC2)cc1OCC	8	-1	0	1	5	12	7	12	8
COc1nc(OC)nc(N2CCC(C(=O)NCc3cccs3)CC2)n1	1	-13	14	0.98	1	14	0	12	-1
O=C(NCc1ccc2c(c1)OCO2)c1cc(S(=O)(=O)N2CCCCC2)ccc1F	7	2	-3	1	2	16	5	-7	9
Cc1nc(SCC(=O)Nc2cc(C)on2)c2c(=O)n(C)c(=O)n(C)c2n1	3	10	·	1	-3	-2	-5	0	-3
COc1cccc(N2CCN(c3ncnc4c3cnn4-c3ccc(C)cc3C)CC2)c1	3	3	-6	1.1	1	-2	3	-3	-2
CCCOc1ccc2c3c(c(=O)oc2c1OCCC)CCC3	7	-1	·	1.1	-5	-31	1	1	-2
COc1[nH]c(/N=C/c2ccccc2)c(C#N)c1C#N	-2	-1	0	1	-2	-6	-2	7	0
Cn1cc(C(=O)NCCN2CCN(c3cccc(Cl)c3)CC2)c2c3ccccc3n(C)c2c1=O	12	2	-8	1.1	1	-4	-1	-4	3
COc1ccc(C2CC3CC(c4ccccc4)N2O3)cc1 (stereo not given)	5	3	-3	1	1	-8	-3	-8	-3
COC(=O)C1CCN(c2cc(=O)n(-c3ccccc3Cl)c(=O)[nH]2)CC1	8	13	3	0.98	3	10	1	-4	7
Cc1noc(C)c1S(=O)(=O)N(CC(=O)N1CCn2c1nc1ccccc12)c1ccc(C(C)C)cc1	10	13	2	1	2	9	1	-7	4
CCn1c(C(=O)OC)cc2c1ccn2-c1ccc(F)cc1	8	-15	-7	1	1	12	5	-2	12
Cc1ccc(S(=O)(=O)NCCCNC(=O)c2ccccc2)cc1	2	11	·	1	7	-18	1	-7	3
COCCn1c(SC)nnc1-c1c[nH]c2ccccc12	0	13	·	1	2	-3	0	-1	5
O=C(Cc1cccs1)Nc1ccccn1	8	3	-8	1	-5	-28	4	-7	1
CSc1oc(-c2ccco2)nc1S(=O)(=O)c1ccc(Br)cc1	3	1	1	1	0	2	0	1	7
CCOC(=O)CC1=NS(=O)(=O)c2ccccc2N1	4	3	29	1	2	18	4	9	12
Cc1c(C#N)c2ncnc(-c3ccccc3)c2n1-c1ccccc1	14	0	-2	0.99	-4	0	6	4	5
O=C1CCC(C(=O)Nc2cccc(C(F)(F)F)c2)N1 (stereo not given)	6	0	7	0.98	2	-1	2	1	-1
O=C(CSc1nc2ccccc2o1)NC(=O)NCc1ccco1	3	-20	8	1	1	-3	-1	-9	3
CCOC(=O)c1oc2ccc(Br)cc2c1CSc1nnc(C)s1	3	0	4	1	0	-17	-6	-13	0
COc1cc(C)ccc1NC(=O)c1ccc(S(=O)(=O)N2CCOCC2)cc1	-7	11	3	1.1	3	-3	4	16	5
Cc1occc1-c1nnc(SCC(=O)Nc2ccccc2)n1CCc1ccccc1	-4	7	-4	1	2	-38	0	-9	-14
COc1ccccc1N1CCN(CCc2n[nH]c(=S)n2-c2ccccc2)CC1	11	9	·	1.1	·	3	-1	0	4
COc1ccccc1N/C(=N/c1nc(C)cc(C)n1)NC(C)=O	10	1	·	1.1	-1	-32	3	-2	2
COc1ccc(OCC(=O)N2CCN(C(=O)c3cccs3)CC2)cc1	12	2	0	0.99	8	13	4	?	11

Pulled one by one from above (7):
SMILES	FXIa mix inh	FXIIa inh mix	CatL inh	Abs 340nm	CatB block	C1s inh	CatB mixtures	CatS block	Cathepsin G inh
Cn1cc(C(=O)NCCN2CCN(c3cccc(Cl)c3)CC2)c2c3ccccc3n(C)c2c1=O	12	2	-8	1.1	1	-4	-1	-4	3
COC(=O)c1[nH]c2c(c1C)C(=O)CC(c1cccs1)C2 (stereo not given)	8	-7	2	1	4	20	5	10	14
N#Cc1nn(-c2ccccc2)nc1N1CCCCC1	-6	4	-44	1	2	-5	-6	12	4
Cc1noc(C)c1S(=O)(=O)N(CC(=O)N1CCn2c1nc1ccccc12)c1ccc(C(C)C)cc1	10	13	2	1	2	9	1	-7	4
Cc1cccc(C)c1NC(=O)C(c1cccs1)N(Cc1ccco1)C(=O)Cn1nnc2ccccc21 (stereo not given)	4	1	-5	0.99	-1	-6	2	0	-3
COc1cccc(N2CCN(c3ncnc4c3cnn4-c3ccc(C)cc3C)CC2)c1	3	3	-6	1.1	1	-2	3	-3	-2
CCCCS(=O)CC(O)COc1ccc(C(C)(C)C)cc1 (stereo not given)	-8	0	0	1	3	-35	-6	5	-6
